MmCpn inh = blocks the Methanococcus maripaludis chaperonin Mm-Cpn. purified Mm-Cpn ATPase, ADP Transcreener TR-FRET. Potency, µM (doses to about 76.9 µM), without a hit: top-dose activity, negative = inhibition, hits mostly inhibitors. actives 0.031% (n = 330,000); also: potency is read from the fitted curve at half-maximal effect; % is scaled to controls: 0 for no effect and ±100 for the full control effect; nearly all actives have a fitted effect of over 80% in size
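Compound-treated chaperonin, 25 nM final, turns over 10 uM ATP at 37°C for 30 min following a 10 min preincubation; ADP generated competes with ADP-d2 for Eu-cryptate antibody, lowering FRET.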
Abeta yeast res = A-beta toxicity reversal in yeast; yeast expressing A-beta42, growth rescue, OD600, 48 h; response scale: 0% DMSO, 100% iron-clioquinol control; Potency, µM (top dose mostly 46.1 µM), without a hit: at the top dose growth rescue, hits mostly activators; actives 0.063% (n = 410,000); also: potency is read from the fitted curve at half-maximal effect; nearly all actives have a fitted effect of over 55% in size
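Yeast A-beta toxicity model in growth medium with pinned compounds, 48 h at 30 C; growth read as absorbance at 600 nm. Normalized to FeCl3/clioquinol equimolar mix (positive) and DMSO (negative).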
CCT modulator = changes cytosolic chaperonin activity. AID 651819. actives 0.3% (n = 360,000). purified chaperonin ATPase assay, HTRF ADP detection, 30 min. activity change, % (no concentration beside the values), hits read low; in the data active = activity change below about -30%; also: % is scaled to controls: 0 for no effect and ±100 for the full control effect
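ATPase activity: ADP formed was measured by HTRF Transcreener (665/615 nm ratio) after 30 min at 37 deg C with 10 uM ATP. Compounds screened at one 76 uM concentration against 40 or 20 nM TRiC in Tris pH 7.4/KCl/MgCl2/DTT buffer.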
Nrf2 block = Nrf2 pathway inhibition. Potency, µM (series often up to 46 µM), without a hit: top-dose activity change, negative = inhibition, most hits filed as inhibitors. A549 ARE-Fluc reporter, luciferase luminescence, 18-24 h. actives 2.1% (n = 360,000); also: potency is read from the fitted curve at half-maximal effect; % is scaled to controls: 0 for no effect and ±100 for the full control effect; nearly all actives have a fitted effect of over 60% in size
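Quantitative HTS in A549 cells stably bearing an antioxidant response element-firefly luciferase construct. Inhibition of Nrf2-driven transcription was scored by luminescence after 18-24 h of compound exposure at 37 °C.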
HepG2 tox = kills HepG2 cells in TGF-b inhibitor counter-screen | HepG2 CAGA-GFP viability, ATP luminescence, 18 h | actives 0.76% (n = 410,000) | Potency, µM (top dose mostly 46.1 µM), for inactives: top-dose activity change, negative = cytotoxicity, hits mostly cytotoxic; also: potency is read from the fitted curve at half-maximal effect; some results filed as inactive show a strong effect at the top dose
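CellTiter-Glo luminescence gave cytotoxicity after 18 hours at 37 degrees C. The cells were HepG2 CAGA-GFP in 1% FBS DMEM, stimulated with 500 pg/mL TGF-beta after compound addition. %Activity was normalised to no-cell wells (complete cell-killing) and DMSO (no toxicity), and curves were fitted and classified.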
A549 tox = A549 cytotoxicity, counter-screen for Nrf2 inhibitors. actives 0.16% (n = 390,000). A549 ARE-Fluc cells, CellTiter-Fluor viability, 18-24 h. Potency, µM (titrated, usually from 46 µM), without a hit: at the top dose activity change, negative = cytotoxicity, hits mostly inhibitors; also: potency is read from the fitted curve at half-maximal effect; % is scaled to controls: 0 for no effect and ±100 for the full control effect
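Cytotoxicity counterscreen: CellTiter-Fluor fluorescence was measured in A549 ARE_Fluc cells after 18-24 h of compound exposure in a concentration series. The subsequent BugLite luminescent read reports ARE-luciferase activity.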
TGFb inhibitor = inhibitors of TGF-b signaling; HepG2 CAGA-GFP TGF-b/SMAD3 reporter, GFP fluorescence, 18 h; TGF-beta stimulated, 500 pg/mL final; Potency, µM (series often up to 46.1 µM), inactives show at the highest dose activity, negative = inhibition, usual class: inhibitors; actives 1.2% (n = 410,000); AID 588855; also: potency is read from the fitted curve at half-maximal effect; % is scaled to controls: 0 for no effect and ±100 for the full control effect; nearly all actives have a fitted effect of over 65% in size
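HEPG2 CAGA-GFP, 1000 cells/well; 2 h settle, 37 C; cpd via pin tool; TGF-b 500 pg/mL final; 18 h, 37 C; GFP imaging ex488/em500-530; %Activity normalised to -TGF-b and +DMSO controls; CRC fit, curve class.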
pAkt inh = inhibitors of Akt phosphorylation; Neuro2A IGF-stimulated pAkt S473 HTRF, 20 min; active compounds read low; activity change, % for hits at 50 µM; actives 0.32% (n = 360,000); AID 651550; in the data active = activity change below about -80%; inconclusive = mostly about -51% to -80%; also: % is scaled to controls: 0 for no effect and ±100 for the full control effect
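Neuro2A cells (4,500/well, DMEM with 0.5% FBS) were treated with compound at a single 50 µM final concentration, stimulated with 6 nM IGF for 20 min at 37 °C, and lysed. Phospho-Akt Ser473 was read by HTRF as 665/615 ratio ×10^4.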
Nrf2 activator = Nrf2 pathway activation | Potency, µM (series often up to 46.1 µM), without a hit: at the top dose activation, most hits filed as activators | AREc32 ARE-luciferase reporter (MCF7-derived line), luminescence, 24 h | actives 0.31% (n = 410,000); also: potency is read from the fitted curve at half-maximal effect; % of control where 0% means no effect; nearly all actives have a fitted effect of over 65% in size
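Quantitative high-throughput format: AREc32 reporter cells, 1000 per well, received compound by pin transfer and were incubated 24 hr at 37 deg C, 5% CO2, before Steady-Glo luminescence detection.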
An asterisk follows results filed as active; i = inactive; u = inconclusive; x = no result given; & = joins results of further samples; [ ] = another dose, or the depositor's remark. Unless noted, calls follow the shape of the dose curve; as a rule, active = well fitted curve in the direction sought with a large enough effect; inconclusive = small, poorly fitted or top-dose-only effect, or another doubt; inactive = no such curve, though single readings can be large; an effect the other way counts as inactive or inconclusive.

nr | smiles | MmCpn inh | Abeta yeast res | CCT modulator | Nrf2 block | HepG2 tox | A549 tox | TGFb inhibitor | pAkt inh | Nrf2 activator
1 | CSc1nnc(-c2ccc(S(=O)(=O)N3CCCCC3)cc2)o1 | -1% | -13% | -0.9 | 8% | -13% | -1% | -11% | i | -0.8%
2 | COCCCNC(c1ccccc1)c1ccncc1 (stereo not given) | -1% | 15% | -2.3 | -14% | -2% | -8% | -2% | i | -0.6%
3 | COc1ccc(CCNCc2c(-c3ccccc3)n(C)c3ccccc23)cc1 | -3% | 5% | -1.7 | u | 13µM* | -4% | u | i | 11%
4 | C[C@H](CO)N1C[C@H](C)[C@@H](CN(C)S(=O)(=O)c2cccs2)Oc2ccc(NC(=O)Nc3ccccc3)cc2C1=O | 0% | -5% | 0.0 | 3% | -2% | 2% | 0% | i | 1.2%
5 | CN(C)c1nc(-c2ccccc2)cc(C(F)(F)F)c1C#N | 0% | -3% | 1.1 | u | -21% | 18% | 0% | i | -0.3%
6 | COc1cccc(Cn2c(=O)n(Cc3ccccc3)c(=O)c3c2c2cc(OC)ccc2n3C)c1 | x | -1% | x | 10% | 2% | 0% | -14% | x | -0.3%
7 | CC(C)(C)NC(=O)C(c1ccc(O)cc1)N(C(=O)CCC(=O)Nc1nccs1)c1ccc(F)cc1 (stereo not given) | 1% | 8% | 1.1 | -24% | 0% | -5% | -1% | i | -0.2%
8 | CCC(C)(C)c1ccc(OC(=O)c2cccnc2Cl)cc1 | 0% | -13% | -1.0 | 4% | 2% | -3% | 4% | i | 2.8%
9 | N#CC1(NC(=O)COc2ccc3oc4ccccc4c3c2)CCCCC1 | u | 24% | -3.3 | -17% | 0% | 1% | -5% | i | 0.4%
10 | Cc1cc(Oc2nc3ccccn3c(=O)c2/C=C(\C#N)C(=O)NC2CCS(=O)(=O)C2)ccc1Cl (stereo not given) | -2% | 2% | 0.1 | 4% | -39% | 30% | -4% | i | u
11 | O=C(CSc1nnc(CNc2ccc(Cl)cc2)n1Cc1ccccc1)NCc1ccco1 | -4% | 14% | -4.1 | 1% | -14% | 1% | u | -109%* | 0.2%
12 | COc1cc(OC)cc(-c2c(-c3cccs3)c3cc(-c4ccc5cc[nH]c5c4)ccc3n2C)c1 | -25% | -2% | 2.0 | 12% | -4% | -1% | 1% | i | 2.1%
13 | CC1CCCN(C(=O)COc2ccc3c(c2)OCO3)C1 (stereo not given) | 3% | 7% | -0.4 | u | 3% | 1% | 6% | i | 0.1%
14 | CCCCOc1ccc(Cl)cc1CSc1nncn1N | -2% | 23% | -0.5 | x | -32% | -3% | 21% | i | 0.0%
15 | Cc1cc2ccccc2n1-c1ccc(C(=O)N2CCC(C(=O)NCc3ccccc3Cl)CC2)s1 | x | 28% | x | -24% | -32% | -1% | -18% | x | 4.0%
16 | CC1(C)CC(NC(=O)COc2ccc([N+](=O)[O-])cc2)CC(C)(C)N1 | -7% | -7% | -1.7 | 20% | -11% | 9% | 14% | i | 0.4%
17 | CC1CCN(CCCNC(=O)CN2C(=O)CSc3ccc(S(=O)(=O)N4CCC(C)CC4)cc32)CC1 | -2% | 6%&-2% | 1.9 | 0% | -24%&-36% | u | u | x | -0.8%&0.8%
18 | CCCCCN=C(C)c1c(O)c2ccccc2oc1=O | 1% | -5%[9.22 µM] | 2.1 | x | 6% | -2% | 8% | i | 8.8%
19 | Cc1cc(NS(=O)(=O)c2ccc(NS(=O)(=O)c3ccc(Br)cc3)cc2)no1 | 1% | 18% | -1.4 | -16% | -1% | 3% | u | i | -0.7%
20 | Cc1cccc(NC(=O)c2cccc(S(=O)(=O)N3CCc4ccccc4C3)c2)n1 | -1% | 2% | 1.3 | u | -1% | 4% | u | i | 0.9%
21 | N/C(=N\OC(=O)/C=C/c1ccccc1)c1cccnc1 | 0% | -24% | 0.5 | 5% | 7% | -2% | 3% | i | u
22 | NC(=O)C(c1ccc(F)cc1)c1ccc(C(=O)c2ccccc2)cc1 (stereo not given) | 1% | 4% | 1.1 | 2% | -28% | 3% | u | i | 0.0%
23 | CC(C)(C)c1nc(N)nc(=O)[nH]1 | 3% | 3% | -1.1 | -18% | 6% | 0% | 13% | i | -0.5%
24 | CC(Oc1ccc2c(-c3ccccc3)cc(=O)oc2c1)C(=O)NC(Cc1c[nH]c2ccc(O)cc12)C(=O)O (stereo not given) | 0% | -3% | -0.3 | -8% | -11% | -2% | 1% | i | -1.3%
25 | CCOC(=O)c1ncn2c1C(=O)OC2(C)C | 2% | 1% | -2.7 | -13% | -1% | -5% | -5% | i | 0.0%

In another format: results already given.
5: CN(C)c1nc(-c2ccccc2)cc(C(F)(F)F)c1C#N
  MmCpn inh = 0%
  Abeta yeast res = -3%
  CCT modulator = 1.1
  Nrf2 block = u
  HepG2 tox = -21%
  A549 tox = 18%
  TGFb inhibitor = 0%
  pAkt inh = i
  Nrf2 activator = -0.3%
6: COc1cccc(Cn2c(=O)n(Cc3ccccc3)c(=O)c3c2c2cc(OC)ccc2n3C)c1
  MmCpn inh = x
  Abeta yeast res = -1%
  CCT modulator = x
  Nrf2 block = 10%
  HepG2 tox = 2%
  A549 tox = 0%
  TGFb inhibitor = -14%
  pAkt inh = x
  Nrf2 activator = -0.3%
7: CC(C)(C)NC(=O)C(c1ccc(O)cc1)N(C(=O)CCC(=O)Nc1nccs1)c1ccc(F)cc1 (stereo not given)
  MmCpn inh = 1%
  Abeta yeast res = 8%
  CCT modulator = 1.1
  Nrf2 block = -24%
  HepG2 tox = 0%
  A549 tox = -5%
  TGFb inhibitor = -1%
  pAkt inh = i
  Nrf2 activator = -0.2%

Following part:
nr | smiles | MmCpn inh | Abeta yeast res | CCT modulator | Nrf2 block | HepG2 tox | A549 tox | TGFb inhibitor | pAkt inh | Nrf2 activator
26 | COc1ccc(C2C(C(=O)Nc3ccc(C)cc3C)=C(C)Nc3nc(SCc4cccc(C)c4)nn32)c(OC)c1 (stereo not given) | x | -12% | x | 18% | 0% | 1% | 2% | x | 0.0%
27 | CCc1ccc(OCc2nc(-c3ccc(OC)c(OC)c3)no2)c(Br)c1 | x | -17% | x | 6% | -6% | 9% | 0% | x | 4.8%
28 | CC(C)CNC(=O)CCc1nc(-c2ccccc2)no1 | 1% | -1% | 1.1 | u | 18% | -1% | 33%[activator] | i | -0.4%
29 | CCc1cc2cccc(C)c2nc1SCC(=O)NC1CCCC1 | 0% | -3% | -2.7 | 28% | -11% | 0% | -20% | i | -0.5%
30 | CCOc1ccc(/C=N/NC(=O)NC23CC4CC(CC(C4)C2)C3)cc1O | 1% | 0% | -1.1 | 15% | -7% | -2% | u | i | 2.4%
31 | CC(=O)Nc1ccc(SCC(=O)OCC(=O)NC(=O)NCCC(C)C)cc1 | -4% | -16% | 2.5 | 12% | -9% | 0% | -4% | i | -0.1%
32 | Cc1nc2c(-c3ccc(F)cc3)c(C)nn2c(C)c1CCC(=O)N1CCOCC1 | -3% | 1% | -1.1 | -29% | -15% | -6% | -1% | i | -0.1%
33 | CSc1ccccc1NC(=O)CSCc1ccc(Br)cc1 | 1% | 16% | 2.1 | 3% | 1% | 6% | -6% | i | -0.8%
34 | COc1cc(OC)c2c(c1C(CCN1CCOCC1)c1ccc(N(C)C)cc1)OC(=O)CC2c1ccc(N(C)C)cc1 (stereo not given) | 1% | -16% | -0.6 | -7%&13% | -27%&-53% | u | -22%&-11% | i | 3.7%
35 | Cc1ccc(OC(=S)Nc2ccc(F)cc2)cc1 | -2% | -7% | -1.6 | -29% | -32% | 4% | 23% | i | 0.4%
36 | O=C(O)c1cccc(NS(=O)(=O)c2ccc(-c3ccc(S(=O)(=O)Nc4cccc(C(=O)O)c4)cc3)cc2)c1 | 6% | -9% | -0.9 | -1% | -16% | 16% | -10% | i | -0.7%
37 | CC(C1=C(CCN(C)C)Cc2ccccc21)c1ccccn1 (stereo not given) | x | 2% | -3.2 | 11% | 1% | -3% | -1% | i | 2.5%
38 | COCCCn1c(CCC(=O)O)ccc1-c1ccc(F)cc1 | 0% | 16% | 0.8 | x | 1% | 2% | 7% | i | 0.5%
39 | CCOc1ccccc1N=Nc1c(C)[nH]n(-c2ccccc2)c1=O | 0% | 4% | -4.2 | 12% | 3% | 6% | -1% | i | 3.3%
40 | Cc1cc(C(=O)CCC(=O)N(C)CC(=O)Nc2ccc(OC(F)(F)F)cc2)c(C)s1 | -6% | 3% | -1.6 | -7% | 6% | -1% | -9% | i | 0.4%
41 | Cc1c(NC(=S)N/N=C/c2ccc(Br)cc2)c(=O)n(-c2ccccc2)n1C | u | 5% | -2.2 | -4% | -3% | -8% | 9% | i | -0.2%
42 | COc1cc(OC)cc(C(=O)NC2=NCCS2)c1 | 0% | 1% | 1.0 | 6% | -24% | 0% | -21% | i | 3.2%
43 | CCOC(=O)Cc1csc(SCC(=O)Nc2cc(Cl)ccc2Oc2ccccc2)n1 | 2% | 21% | 0.3 | x | 14% | 18% | 31% | i | 0.6%
44 | CCN1CCN(c2ccc(S(=O)(=O)N3CCCCC3)cc2NC(=O)COc2cc(C)ccc2Cl)CC1 | -1% | -7% | 1.0 | -1% | -28% | -11% | u | i | 0.4%
45 | COc1ccc(C2=Nc3ccccc3NC(=O)C2N(Cc2ccccc2)C(=O)C2=NNC(=O)CC2)cc1 (stereo not given) | x | -2% | 0.8 | x | 5% | x | u | i | 4.7%
46 | CC(=O)N1CCN(c2ccccc2NC(=O)c2cc(Br)ccc2Cl)CC1 | 0% | 12%[9.22 µM] | -1.1 | x | 10% | u | -21% | i | 2.8%
47 | CCCC(C(=O)NC1=NCCS1)c1ccccc1 (stereo not given) | -1% | 4% | 0.8 | -29% | 1% | 12% | -26% | i | 0.5%

Screening results (PubChem)
